IL1B NFkB inh: blocks IL-1B driven NFkB nuclear translocation in HUVEC cells. HUVEC IL-1B NFkB p65 nuclear translocation imaging. inhibition, % at 2 µM. actives 0.43% (n = 94,000). AID 796;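 active means inhibition above about 30% together with a positive call from visual inspection of the well image, limit read from the data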;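 further: nuclear over cytoplasmic p65 intensity ratio measured by imaging; 0% = IL-1B stimulated DMSO wells and 100% = unstimulated DMSO wells; values of inactives mirror those of a sister screen read the other way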
IL1B NFkB pot: enhances IL-1B driven NFkB nuclear translocation; HUVEC IL-1B NFkB p65 nuclear translocation imaging; activation, % at 2 µM; actives 0.3% (n = 94,000);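 active means activation above 40%, about the mean plus 3 SD, also judged a hit on visual image review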;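 further: percent activation is computed from the nuclear over cytoplasmic p65 intensity ratio; values of inactives mirror those of a sister screen read the other way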
Bcl-B displacement: displacers of TR3 peptide from Bcl-B, primary screen, selectivity assay for Bfl-1 inhibitor project, biochemical, fluorescence polarization; displacement, % at 20 µM; hits with a dose series show IC50 in µM; FP displacement of FITC-TR3 peptide from Bcl-B; higher % means a stronger effect; actives 0.11% (n = 96,000);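 active means displacement above 50% at 20 µM plus a fluorescence interference ratio under 1.5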;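 further: plate controls were wells without compound for no effect and wells lacking Bcl-B protein for full effect; a part of the inactive calls stands beside numbers as strong as those of hits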
PLAP inhibition: inhibition of human placental alkaline phosphatase – biochemical, luminescence, HTS (AID 690); purified PLAP, luminescent substrate; higher % means a stronger effect; inhibition, % at 20 µM, or IC50 in µM where a hit was titrated; actives 0.08% (n = 96,000); in the data active means a potency from the dose series; inactive means the rest, 99 in 100 with inhibition below about 30%; further: strong numbers were not always called active
MRP resist rev: compounds reversing MRP-mediated drug resistance; actives 0.04% (n = 85,000); differential viability (reversal), % at 10 µM; H69AR cells + 2 uM doxorubicin, CellTiter-Glo, 72 h;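 active means viability drop by adding the cancer drug above about 55%, with treated viability meeting a 40% cutoff, limit read from the data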;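 further: viability without doxorubicin minus viability with 2 µM doxorubicin for each compound; larger differential means the compound sensitizes cells more to doxorubicin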
MRP resist rev cytotoxicity: second read-out of MRP resist rev, no call of its own (marks repeat the call); viability, %; H69AR cells, CellTiter-Glo, 72 h; measured here: cytotoxicity without doxorubicin
MRP resist rev with doxorubicin: recorded beside MRP resist rev, whose call it bears; viability, %; measured here: viability with 2 uM doxorubicin; active compounds read low
IL1B NFkB inh cell count 2 µM: further read-out of IL1B NFkB inh, marked with its call; cell count; measured here: cells passing quality filter;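 raw number of nuclei counted in each imaged well without normalization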
IL1B NFkB pot cell count 2 µM: recorded beside IL1B NFkB pot, whose call it bears; cell count; measured here: cells passing quality filter
The depositor's hits bear a star; . = not tested or not shown. Not all compounds are listed; rates above refer to the full screens.

cpd	molecule	MRP resist rev	MRP resist rev with doxorubicin	MRP resist rev cytotoxicity	Bcl-B displacement	PLAP inhibition
1	O=c1cc(CSc2ccccc2)[nH]c(=S)[nH]1	.	.	.	-4%	-1%
2	C/C(=N/Nc1nc(C)cc(-c2ccccc2)n1)c1ccco1	.	.	.	7%	11%
3	O=C(c1cccnc1)N(Cc1ccccc1)c1ccccc1	24	70	95	26%	-46%
4	COCCn1c(SCc2cnc(-c3ccccc3)s2)nnc1-c1ccncc1	-7	90	83	-2%	-9%
5	COc1cccc(NC(=O)CN(c2cccc(F)c2)S(C)(=O)=O)c1	4	89	93	-4%	20%
6	Cc1ccnc(NC(=O)CCCOc2cc(=O)n(C)c3ccccc23)c1	.	.	.	-1%	0%
7	CCOCCCNC(=O)CC1Oc2ccc(C)cc2NC1=O (stereo unspecified)	11	79	91	-3%	3%
8	O=C(Cn1c(=O)n(CCCC(=O)NC2CCCC2)c(=O)c2ccccc21)NCCC1=CCCCC1	0	29	29	-10%	-4%
9	CCCSc1nnc(NC(=O)c2nc(SC)ncc2Cl)s1	3	93	96	-3%	3%
10	CC(C)(O)C#Cc1ccc(C(=O)N2CCN(C(=O)c3ccco3)CC2)cc1	14	81	94	-2%	9%

cpd	IL1B NFkB pot cell count 2 µM	IL1B NFkB inh cell count 2 µM	IL1B NFkB pot	IL1B NFkB inh
1	138	138	-1	1
2	140	140	-16	16
3	113	113	5	-5
4	204	204	-1	1
5	109	109	-8	8
6	127	127	-4	4
7	.	.	.	.
8	.	.	.	.
9	152	152	-2	2
10	169	169	29	-28

Arranged by length of the SMILES (descending): part of the list above.
cpd	molecule	MRP resist rev	MRP resist rev with doxorubicin	MRP resist rev cytotoxicity	Bcl-B displacement	PLAP inhibition
8	O=C(Cn1c(=O)n(CCCC(=O)NC2CCCC2)c(=O)c2ccccc21)NCCC1=CCCCC1	0	29	29	-10%	-4%
10	CC(C)(O)C#Cc1ccc(C(=O)N2CCN(C(=O)c3ccco3)CC2)cc1	14	81	94	-2%	9%
5	COc1cccc(NC(=O)CN(c2cccc(F)c2)S(C)(=O)=O)c1	4	89	93	-4%	20%
4	COCCn1c(SCc2cnc(-c3ccccc3)s2)nnc1-c1ccncc1	-7	90	83	-2%	-9%
2	C/C(=N/Nc1nc(C)cc(-c2ccccc2)n1)c1ccco1	.	.	.	7%	11%
3	O=C(c1cccnc1)N(Cc1ccccc1)c1ccccc1	24	70	95	26%	-46%
7	CCOCCCNC(=O)CC1Oc2ccc(C)cc2NC1=O (stereo unspecified)	11	79	91	-3%	3%

cpd	IL1B NFkB pot cell count 2 µM	IL1B NFkB inh cell count 2 µM	IL1B NFkB pot	IL1B NFkB inh
8	.	.	.	.
10	169	169	29	-28
5	109	109	-8	8
4	204	204	-1	1
2	140	140	-16	16
3	113	113	5	-5
7	.	.	.	.

(listing goes on)
cpd	molecule	MRP resist rev	MRP resist rev with doxorubicin	MRP resist rev cytotoxicity	Bcl-B displacement	PLAP inhibition
11	Cc1cc(NC(=O)CCC2COc3ccccc3O2)no1 (stereo unspecified)	20	78	99	-4%	3%
12	Cc1cc(=O)oc(C)c1C(=O)NCC1CCCO1 (stereo unspecified)	10	89	99	-1%	-11%
13	CCS(=O)(=O)N1CCCC(C(=O)N2CCc3ccccc3C2)C1 (stereo unspecified)	17	75	92	-5%	6%
14	Cc1ccc(S(=O)(=O)Nc2nonc2C)cc1	0	103	104	-15%	-6%
15	O=C(NCCCN1CCOCC1)[C@@H]1CSC2c3ccccc3C(=O)N21 (stereo partly specified)	8	85	93	-2%	-66%
16	O=C(CCCCCN1C(=O)c2ccccc2C1=O)Nc1ccccc1	3	86	89	8%	27%
17	O=c1oc(/C=C/c2ccco2)nc2sc3c(c12)CCC3	-10	90	80	-88%	-8%
18	CCN1CCN(C(c2cccs2)C(C)NC(=O)c2ccccc2)CC1 (stereo unspecified)	7	97	103	.	.
19	COc1ccc(Cc2nc(N)nc(N)n2)cc1	4	97	101	.	.
20	CC1Cc2ccccc2N1CC(=O)Nc1ccc2c(c1)OC(F)(F)O2 (stereo unspecified)	.	.	.	-15%	22%

cpd	IL1B NFkB pot cell count 2 µM	IL1B NFkB inh cell count 2 µM	IL1B NFkB pot	IL1B NFkB inh
11	89	89	13	-13
12	114	114	-4	4
13	121	121	10	-10
14	114	114	7	-7
15	105	105	-12	12
16	.	.	.	.
17	160	160	-7	7
18	70	70	-3	2
19	143	143	25	-25
20	162	162	12	-12

An excerpt from above in order of molar mass, largest number first.
cpd	molecule	MRP resist rev	MRP resist rev with doxorubicin	MRP resist rev cytotoxicity	Bcl-B displacement	PLAP inhibition
18	CCN1CCN(C(c2cccs2)C(C)NC(=O)c2ccccc2)CC1 (stereo unspecified)	7	97	103	.	.
20	CC1Cc2ccccc2N1CC(=O)Nc1ccc2c(c1)OC(F)(F)O2 (stereo unspecified)	.	.	.	-15%	22%
16	O=C(CCCCCN1C(=O)c2ccccc2C1=O)Nc1ccccc1	3	86	89	8%	27%

cpd	IL1B NFkB pot cell count 2 µM	IL1B NFkB inh cell count 2 µM	IL1B NFkB pot	IL1B NFkB inh
18	70	70	-3	2
20	162	162	12	-12
16	.	.	.	.

(listing goes on)
cpd	molecule	MRP resist rev	MRP resist rev with doxorubicin	MRP resist rev cytotoxicity	Bcl-B displacement	PLAP inhibition
21	CCN(CC)Cc1csc(C(N)=O)c1	4	109	113	-1%	-19%
22	CCOc1ccc2nc(NC(=O)C3CCN(c4cnccn4)CC3)sc2c1	-36	69	34	3%	-3%
23	O=C(NCCCn1ccnc1)C1c2ccccc2Oc2ccccc21	15	78	93	-2%	-88%
24	Cc1cc(C)c2c(N)c(C(=O)NCC3CCCCC3)sc2n1	2	90	92	-4%	27%
25	Cc1cc(-c2nnc3n2N=C(c2ccc(-c4ccccc4)cc2)CS3)n[nH]1	-18	22	4	5%	-15%
26	COC(=O)c1c(CSc2cccc(C)c2)noc1C(=O)NCc1ccco1	.	.	.	-11%	0%
27	CC(C)COc1ccc(C(=O)N(Cc2ccco2)C2CCS(=O)(=O)C2)cc1 (stereo unspecified)	21	77	98	-10%	-67%
28	O=C(CCS(=O)(=O)Cc1ccccc1)N1CCN(c2ccccc2)CC1	16	91	108	-20%	12%
29	CCOC(=O)c1c(-c2cccs2)csc1NC(=O)CCCC(=O)O	.	.	.	-4%	-28%
30	COCCSc1ccccc1C(=O)Nc1nncs1	-3	107	104	-6%	-1%

cpd	IL1B NFkB pot cell count 2 µM	IL1B NFkB inh cell count 2 µM	IL1B NFkB pot	IL1B NFkB inh
21	159	159	-1	1
22	127	127	-6	6
23	179	179	-2	2
24	184	184	6	-6
25	104	104	-10	10
26	183	183	2	-2
27	179	179	15	-15
28	151	151	17	-17
29	144	144	38	-38
30	130	130	21	-21

The list goes on.
cpd	molecule	MRP resist rev	MRP resist rev with doxorubicin	MRP resist rev cytotoxicity	Bcl-B displacement	PLAP inhibition
31	O=C(c1ccc(Cn2cc(Br)cn2)o1)N1N=C(C(F)F)CC1(O)C(F)F (stereo unspecified)	.	.	.	-4%	-98%
32	COc1ccc(CNC(=O)c2c(O)c3cccc4c3n(c2=O)CCC4)cc1OC	-8	73	65	7%	-20%
33	COc1cc(OC)cc(C(=O)OCc2cc3ccccc3[nH]c2=O)c1	6	98	104	1%	15%
34	Cc1ccc(C2CC(c3ccco3)n3nc(N)nc3N2)cc1 (stereo unspecified)	-11	109	98	1%	-20%
35	O=C(NCCc1ccccc1)c1ccc([N+](=O)[O-])cc1	.	.	.	-4%	-15%
36	COc1ccc(CN(CCCN2CCOCC2)C(=O)Nc2ccccc2)cc1OC	-5	86	81	-10%	-44%
37	COc1cc(C2c3c(oc4cc(C)c(C)cc4c3=O)C(=O)N2c2cc(C)ccn2)ccc1O (stereo unspecified)	.	.	.	0%	0%
38	CCCc1nc(NCc2ccccn2)c2nnn(Cc3ccccc3F)c2n1	-7	83	75	-2%	-1%
39	Cn1nc(C(F)(F)F)c(C(=O)Nc2ccc(Cl)cc2)c1Cl	.	.	.	13%	-3%
40	CC1OC2(OC1C)C(=O)Nc1ccccc12 (stereo unspecified)	-8	87	80	4%	3%

cpd	IL1B NFkB pot cell count 2 µM	IL1B NFkB inh cell count 2 µM	IL1B NFkB pot	IL1B NFkB inh
31	159	159	3	-4
32	.	.	.	.
33	106	106	0	0
34	69	69	14	-14
35	187	187	10	-10
36	121	121	5	-5
37	.	.	.	.
38	66	66	12	-12
39	.	.	.	.
40	186	186	25	-25

Next compounds.
cpd	molecule	MRP resist rev	MRP resist rev with doxorubicin	MRP resist rev cytotoxicity	Bcl-B displacement	PLAP inhibition
41	CS(=O)(=O)N(CC(=O)N1CCN(c2ccccc2F)CC1)c1ccc2c(c1)OCCO2	-8	93	85	-4%	-3%
42	CN(C)S(=O)(=O)c1ccc2c(c1)C(CC(=O)O)OC2=O (stereo unspecified)	-2	100	98	-9%	9%
43	COc1ccc(C(=O)NCC(=O)OCC(=O)c2ccc3c(c2)OCCO3)cc1	.	.	.	10%	3%
44	CC(C)(O)c1cn(-c2nonc2N)nn1	-21	111	90	-3%	23%
45	CCOc1cc(CNCc2cccs2)cc(Br)c1OC	.	.	.	-5%	-7%
46	CC(C)Sc1nc2sc3c(c2c2nnc(SCC(=O)NCc4ccco4)n12)CCCC3	20	34	55	-36%	-52%
47	CCOC(=O)Cc1cc(-c2ccccc2)nc2ccc3ccccc3c12	.	.	.	8%	1%
48	COc1ccc(OC)c(-n2c(-c3ccccc3)n[nH]c2=S)c1	7	81	88	6%	3%
49	COc1ccc(F)cc1S(=O)(=O)NC1CCCC1	15	83	98	8%	-15%
50	COc1cc(NC(=O)c2ccc(NS(=O)(=O)c3c(C)noc3C)cc2)cc(OC)c1	.	.	.	9%	-6%

cpd	IL1B NFkB pot cell count 2 µM	IL1B NFkB inh cell count 2 µM	IL1B NFkB pot	IL1B NFkB inh
41	127	127	21	-21
42	163	163	3	-3
43	215	215	-6	6
44	.	.	.	.
45	194	194	3	-3
46	198	198	14	-14
47	139	139	-6	6
48	69	69	-8	8
49	199	199	8	-8
50	166	166	2	-2

The list goes on:
cpd	molecule	MRP resist rev	MRP resist rev with doxorubicin	MRP resist rev cytotoxicity	Bcl-B displacement	PLAP inhibition
51	COc1ccc(NC(=O)NC2(C(=O)N3CCCCCC3)CCCCC2)cc1	5	96	100	-2%	-3%
52	CC(C)C(=O)N1CCN(c2ccccc2N)CC1	11	95	105	3%	-23%
53	CCCCN1c2ccccc2N(CCCO)c2cc(C)nnc21	-7	73	66	-17%	-11%
54	CCOc1ccc(OCC)c(S(=O)(=O)N2CCCCC2)c1	-7	101	94	0%	-55%
55	C=CCn1c(=O)c(C(=O)Nc2cccnc2)c(O)c2ccccc21	-8	104	96	.	.
56	Cc1ccc(C2CC2C(=O)NNC(=S)Nc2cccc(C)c2)cc1 (stereo unspecified)	-12	74	62	.	.
57	CCCn1c(CC)nc([N+](=O)[O-])c1Sc1ccc(C)cc1	.	.	.	-1%	8%
58	Cc1[nH]c2ccccc2c1/C=N/Nc1ccc([N+](=O)[O-])cc1S(=O)(=O)Nc1ccc(Cl)cc1	.	.	.	-99%	14%
59	CCN(CC(=O)Nc1ccc(OC)c(OC)c1)S(=O)(=O)c1ccc(C)cc1	17	70	87	3%	-2%
60	O=c1c2c3c(sc2n2cnnc2n1C1CCCCC1)CCC3	-21	91	70	-1%	16%

cpd	IL1B NFkB pot cell count 2 µM	IL1B NFkB inh cell count 2 µM	IL1B NFkB pot	IL1B NFkB inh
51	113	113	21	-21
52	174	174	-5	5
53	116	116	9	-9
54	.	.	.	.
55	102	102	-1	1
56	147	147	9	-9
57	148	148	-2	2
58	154	154	26	-26
59	136	136	1	-1
60	.	.	.	.
